KDM4E inh = qHTS Assay for Inhibitors of Human Jumonji Domain Containing 2E (JMJD2E); Lysine-specific demethylase 4E (Homo sapiens), B2RXH2; JMJD2E catalytic domain, FDH-coupled NADH fluorescence (FDH is formaldehyde dehydrogenase); AID 2147, 2009; hit rate 1.6% among 230,000; Potency, µM (doses to about 57.1 µM), inactives show at the highest dose activity change, negative = inhibition, actives largely listed as inhibitors; active = well fitted inhibition curve with a large enough effect, not every such curve was filed as active; inconclusive = small, poorly fitted or top-dose-only effect, or another doubt; inactive = no such curve, though single readings can be large or run the other way;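 note: 0% = wells with enzyme and -100% = buffer wells without enzyme; nearly all actives have a fitted effect of over 50% in size; many of its hits are not listed in these tables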
Target sequence (B2RXH2 1-337 limits assumed): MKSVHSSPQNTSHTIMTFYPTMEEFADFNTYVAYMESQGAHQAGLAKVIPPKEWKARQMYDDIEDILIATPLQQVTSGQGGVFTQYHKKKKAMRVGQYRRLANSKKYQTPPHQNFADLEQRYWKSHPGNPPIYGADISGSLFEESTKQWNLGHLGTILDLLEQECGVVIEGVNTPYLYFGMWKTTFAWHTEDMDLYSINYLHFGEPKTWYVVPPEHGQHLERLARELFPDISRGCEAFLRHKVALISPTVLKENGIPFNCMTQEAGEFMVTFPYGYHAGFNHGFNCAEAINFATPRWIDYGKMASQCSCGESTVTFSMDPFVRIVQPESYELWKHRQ
Tau ThT inhib = qHTS for Inhibitors of Tau Fibril Formation, Thioflavin T Binding | Microtubule-associated protein tau (Homo sapiens), P10636 | recombinant tau K18 P301L (four-repeat tau fragment), heparin-induced fibrillization, ThT fluorescence | Potency, µM (top dose mostly 57.4 µM), for inactives: at the top dose activity, negative = inhibition, usual class: inhibitors | hit rate 2.1% among 270,000; note: % is set by controls: 0 for no effect and ±100 for the full control effect; nearly all actives have a fitted effect of over 55% in size
Target sequence (P10636 561-689 P618L limits assumed): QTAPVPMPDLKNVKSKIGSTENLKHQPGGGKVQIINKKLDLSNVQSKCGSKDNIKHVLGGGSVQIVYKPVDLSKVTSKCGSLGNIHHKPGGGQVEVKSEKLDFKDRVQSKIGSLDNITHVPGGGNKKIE
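Aggregation was driven by heparin (20 uM final) acting on recombinant tau […] bearing P301L in 100 mM sodium acetate pH 7; fibrils were detected with Thioflavin T.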
L3MBTL1 block = qHTS Assay for the Inhibitors of L3MBTL1 | Lethal(3)malignant brain tumor-like protein 1 (Homo sapiens), Q9Y468 | AlphaScreen L3MBTL1–H3K9me1 peptide binding | Potency, µM (doses to about 57.1 µM), without a hit: at the highest dose activity, negative = inhibition, actives largely listed as inhibitors | AID 485360, 2010 | hit rate 0.66% among 230,000; note: % is set by controls: 0 for no effect and ±100 for the full control effect; nearly all actives have a fitted effect of over 60% in size
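L3MBTL1 (50 nM) pre-complexed 30 min with biotinylated H3(1-15)K9me1 peptide (75 nM), then compounds added for 30 min at room temperature; AlphaScreen streptavidin donor/nickel chelate acceptor beads (10 ug/mL final) read after 30 min dark incubation.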
Lamin A splicing = qHTS Assay for Modulators of Lamin A Splicing; hit rate 0.01% among 200,000; AID 1487, 2009; HeLa LMNA splicing GFP/RFP minigene ratio, 48 h; Potency, µM (titrated, usually from 46.1 µM), for inactives: at the highest dose ratio change, negative = inhibition, most hits filed as inhibitors; active = well fitted inhibition curve with a large enough effect in the signal ratio, with a control signal flat, not every such curve was filed as active; inconclusive = small, poorly fitted or top-dose-only effect, or effect the other way, or a change in a side signal; the % refers to the signal ratio; note: % is set by controls: 0 for no effect and ±100 for the full control effect
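S3 HeLa cells stably expressing lamin A-EGFP splicing minigene plus DsRed2, 600 cells/well, 48 h compound exposure at 37C. Laser-scanning cytometry; analysed as GFP (500-530 nm)/RFP (575-640 nm) total intensity ratio; 0.5% DMSO vehicle.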
RECQ1 helicase = qHTS Assay for Inhibitors of RecQ-Like Dna Helicase 1 (RECQ1); ATP-dependent DNA helicase Q1 (Homo sapiens), P46063; RECQ1 DNA unwinding, red fluorescence kinetic read; Potency, µM (titrated, usually from 57.3 µM), without a hit: at the highest dose activity, negative = inhibition, most hits filed as inhibitors; hit rate 0.54% among 240,000;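 note: plate controls were vehicle for no effect and no enzyme for full effect; nearly all actives have a fitted effect of over 30% in size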
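50 nM RECQ1T1 preincubated 15 min with compound in Tris pH 8.0 buffer with MgCl2, DTT, Tween-20 and 2.5 ug/ml poly(dI-dC); started with 200 nM TAMRA/BHQ-2 forked duplex and 2 mM ATP. Unwinding read as fluorescence (525/598 nm), two reads 2 h apart.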
SMN2 splice enh = qHTS Assay for Enhancers of SMN2 Splice Variant Expression | HEK293 SMN2-luciferase splicing reporter, luminescence, 30-36 h | Potency, µM (doses to about 46.1 µM), inactives show top-dose activity change, positive = activation, actives largely listed as activators | hit rate 2.8% among 210,000 | AID 1458, 2008; note: % of control where 0% means no effect; nearly all actives have a fitted effect of over 55% in size
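HEK293 cells carry an SMN2 minigene-luciferase reporter in which exon 7 inclusion puts luciferase in frame. Cells were seeded at 2000 cells/well, attached for 10-12 hours, then exposed to compounds for 30-36 hours at 37C before ONE-Glo luminescence.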
ALDH1A1 inh = qHTS Assay for Inhibitors of Aldehyde Dehydrogenase 1 (ALDH1A1); Aldehyde dehydrogenase 1A1 (Homo sapiens), P00352; Potency, µM (highest dose often 75.3 µM), without a hit: top-dose activity, negative = inhibition, hits mostly inhibitors; Purified ALDH1A1, NADH fluorescence, propionaldehyde substrate; hit rate 7.3% among 220,000; active = well fitted inhibition curve with a large enough effect, not every such curve was filed as active; inconclusive = small, poorly fitted or top-dose-only effect, or another doubt; inactive = no such curve, though single readings can be large or run the other way;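 note: plate controls were no enzyme wells and a reference inhibitor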
Target sequence (P00352 whole entry, looked up): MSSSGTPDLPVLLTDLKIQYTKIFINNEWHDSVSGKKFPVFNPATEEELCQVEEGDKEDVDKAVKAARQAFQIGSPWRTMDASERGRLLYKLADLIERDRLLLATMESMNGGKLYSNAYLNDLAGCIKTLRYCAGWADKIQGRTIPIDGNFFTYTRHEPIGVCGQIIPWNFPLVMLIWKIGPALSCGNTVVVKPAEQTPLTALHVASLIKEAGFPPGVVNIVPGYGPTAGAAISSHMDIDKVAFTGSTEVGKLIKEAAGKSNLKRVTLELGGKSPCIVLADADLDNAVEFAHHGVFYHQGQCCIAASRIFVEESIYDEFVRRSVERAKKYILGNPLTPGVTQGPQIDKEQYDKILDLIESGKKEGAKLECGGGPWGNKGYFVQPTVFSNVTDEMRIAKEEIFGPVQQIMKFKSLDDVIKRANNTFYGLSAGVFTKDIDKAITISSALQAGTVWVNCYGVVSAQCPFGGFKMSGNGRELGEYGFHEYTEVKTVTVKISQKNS
KinaseGlo FLuc = Counterscreen for Luciferase (Kinase-Glo TM) Inhibition | Luciferin 4-monooxygenase (Photuris pensylvanica), Q27757 | Kinase-Glo luciferase, ATP luminescence, 8 min | hit rate 0.28% among 200,000 | Potency, µM (highest dose often 38.3 µM), without a hit: at the top dose activity change, negative = inhibition, actives largely listed as inhibitors; note: % is set by controls: 0 for no effect and ±100 for the full control effect; nearly all actives have a fitted effect of over 60% in size
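Compound is pinned into ATP-containing buffer (10 uM ATP, imidazole pH 7.2, 7 mM MgCl2). Kinase-Glo luciferase reagent is then added. Light output is recorded following an 8-min room-temperature incubation.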
An asterisk follows results filed as active; i = inactive; ? = inconclusive; . = no result given; & = joins results of further samples; [ ] = remark or other dose. Unless noted, calls come from the whole dose curve; as a rule, active = well fitted curve in the direction sought with a large enough effect; inconclusive = small, poorly fitted or top-dose-only effect, or another doubt; inactive = no such curve, though single readings can be large; an effect the other way counts as inactive or inconclusive. Potency is the fitted concentration of half-maximal effect. Some of the compounds tested; rates above refer to the full screens.

compound	SMN2 splice enh	ALDH1A1 inh	KinaseGlo FLuc	KDM4E inh	L3MBTL1 block	Tau ThT inhib	RECQ1 helicase	Lamin A splicing
CC(C)C1=C2CCCCC2NC(=O)N1 (stereo unspecified)	11.6%	17.9%	-2.7%	-0.8%	.	-6.5%	-9.6%	0.5%
O=C(CNS(=O)(=O)c1ccc(Br)cc1)OCc1cc(=O)n2cc(Br)ccc2n1	5.6%	3.7%	-1.3%	?	?	-1.1%	?	2.3%
c1ccc2c(Nc3nc4c(s3)CCCC4)cccc2c1	?	?	-13.0%	?	-5.6%	?	i	3.7%
CCOC(=O)C1CCCN(c2c(NCCCN3CCCC(C)C3)c(=O)c2=O)C1 (stereo unspecified)	-4.6%	12.2%	-3.9%	-0.5%	.	1.7%	-6.3%	-7.1%
Cc1oc(C(C)(C)C)cc1C(=O)Nc1ccc(N2CCOCC2)cc1	.	.	.	2.6%	-18.3%	?	-8.9%	.
CN1C(=O)CC(NNC(=O)c2ccc(Cl)cc2)C1=O (stereo unspecified)	-6.1%	0.3%	-6.2%	4.5%	-3.1%	-9.0%	-7.9%	-2.2%
CC(=O)c1cccc(S(=O)(=O)NCC2CCCCC2)c1	?	?	-2.6%	7.0%	7.0%	6.0%	-2.2%	-8.8%
COc1ccc(CCCC(=O)N/N=C\c2cccs2)cc1	-36.6%[inhibitor]	3.0%	0.3%	0.0%	.	-7.8%	-2.8%	.
COCCn1c(SCC#N)nnc1-c1ccc([N+](=O)[O-])cc1	13.7%	0.3%	-2.7%	-5.7%	.	-14.5%	i	.
Cc1onc(-c2ccccc2)c1C(=O)NCc1ccco1	.	-1.6%	-2.4%	6.3%	6.9%	-9.3%	-4.2%	9.5%
c1ccc(Cn2nnnc2C(c2cccs2)N2CCCCCC2)cc1 (stereo unspecified)	-5.2%	14.1µM*	0.7%	12.0%	11.6%	-17.2%	-6.9%	3.6%
COc1cc(-c2nc3cnccn3c2Nc2c(C)cccc2C)ccc1O	?	?	-6.1%	?	.	-31.7%	-1.3%	-11.2%

(further entries)
compound	SMN2 splice enh	ALDH1A1 inh	KinaseGlo FLuc	KDM4E inh	L3MBTL1 block	Tau ThT inhib	RECQ1 helicase	Lamin A splicing
Cc1cccc(NC(=O)c2cc(S(=O)(=O)c3ccccc3)ccc2Cl)c1	-56.5%[inhibitor]	?	-3.8%	1.0%	.	-15.2%	-13.5%	-11.5%
Cc1ccccc1-n1c(Cn2c(=O)sc3ccccc32)nnc1SCC(=O)Nc1nccs1	-2.6%	3.4%	2.2%	-9.2%	-4.8%	0.1%	-11.7%	-1.3%
CCOC(=O)C1ON2CCCCC2C1(O)C(F)(F)F (stereo unspecified)	0.7%	6.6%	-0.9%	2.0%	2.7%	-5.0%	-8.7%	9.6%[46 µM]
COc1ccccc1NC(=O)COC(=O)Cc1c[nH]c2ccccc12	0.8%	0.9%	1.0%	-1.2%	.	-15.0%	-8.9%	3.6%[46 µM]
O=c1oc2cc(O)ccc2s1	-4.9%	-3.4%	-3.7%	-4.2%	0.3%	?	10.8%	.
O=C(Nc1ccccc1N1CCCCC1)c1ccc(F)cc1	-15.6%	-1.2%	-1.8%	-4.8%	.	-16.3%	i	13.6%
CC(C)C(=O)Nc1nnn(C)n1	-6.0%	13.2%	0.1%	0.9%	3.6%	3.3%	-4.5%	-11.5%
COc1cccc([C@@H]2Oc3ccc(Br)cc3C(=O)[C@H]2OC(=O)NCCc2ccc(OC)c(OC)c2)c1	?	?	-1.1%	14.1µM*	.	?	-3.0%	.
COCCN(CC(=O)NC1CCCCC1)C(=O)c1csnn1	1.5%	0.7%	0.6%	-0.3%	-6.0%	3.1%	-10.3%	5.8%
O=C(NC1CCN(Cc2ccccc2)CC1)c1ccc(Cn2c(=S)[nH]c3ccc(N4CCOCC4)cc3c2=O)cc1	-7.5%	2.5%	-2.6%	?	.	?	-2.4%	.
COCCn1c(-c2ccsc2)nc2c1c(=O)[nH]c(=O)n2CC(C)C	-4.5%	?	-4.4%	?	.	-8.6%	15.9%	15.7%
CC1CCCCC1NC(=O)COC(=O)COc1ccc(Cl)cc1 (stereo unspecified)	3.9%	-4.9%	1.8%	-7.2%	.	-12.1%	-18.6%	10.1%

(further entries)
compound	SMN2 splice enh	ALDH1A1 inh	KinaseGlo FLuc	KDM4E inh	L3MBTL1 block	Tau ThT inhib	RECQ1 helicase	Lamin A splicing
COC(=O)CCCC1=CC2=C(c3ccccc3)C(=O)C(C)(OC(=O)C3CCCC3)C(=O)C2=CN1CCCOC(C)C (stereo unspecified)	-0.3%[9.22 µM]	?	-7.7%[7.66 µM]	3.55µM*	.	?	16.4%[11.5 µM]	-13.8%[9.22 µM]
O=C(CSCSCC(=O)NCC1CCCO1)NCC1CCCO1 (stereo unspecified)	1.0%	-5.5%	0.2%	-2.2%	0.7%	11.3%	i	-2.4%
CCCCNCCCOc1cccc(Cl)c1	8.4%	1.4%	1.5%	0.9%	9.2%	2.0%	-0.2%	-1.2%
CC(C)CC(NC(=O)C1CCC(C)CC1)C(=O)NCc1ccco1 (stereo unspecified)	5.8%	6.9%	-2.2%	4.4%	.	-6.2%	-2.8%	.
O=C(C1CC(c2ccc(F)cc2)=NO1)N1CCCc2ccccc21 (stereo unspecified)	21.4%	3.0%	-1.3%	5.1%	.	-9.9%	i	-12.1%
C/C(CCN1CCCCc2nc(C)c(C)cc21)=N\OC[C@@H](O)[C@H]1O[C@@H]2OC(C)(C)O[C@@H]2[C@H]1O	-7.7%	6.9%	-0.7%	?	-5.1%	1.1%	-2.2%	7.6%
CC(=O)c1nnn(-c2ccc(Cl)cc2C#N)c1C	.	.	.	2.0%	12.1%	0.4%	-13.1%	.
COc1cc(Br)c(C(C)NC(=O)c2ccccc2)cc1OC (stereo unspecified)	11.9%	-0.5%	-2.6%	9.1%	2.0%	-4.7%	-6.1%	12.5%
CC(=O)N/C(N)=N/c1nc(=O)c2ccccc2s1	.	.	.	?	1.8%	-12.8%	-3.5%	.
COc1ccc(-n2c(Cn3nnc4ccccc43)n[nH]c2=S)cc1	0.2%	5.8%	-0.5%	-24.7%	3.6%	2.6%	-6.7%	-3.0%
CC(=O)OCC1=C(C(=O)O)N2C(=O)[C@@H](NC(=O)Cc3cccs3)[C@H]2SC1	-43.4%&13.6%[inhibitor]	-4.4%&2.6%&-0.7%	-4.4%	-28.7%&-5.6%	?	?	-16.8%&-10.2%	9.5%&-12.2%&0.4%
COc1ccc(/C(O)=C2/C(=O)C(=O)N(CCN(C)C)C2c2cccnc2)cc1OC (stereo unspecified)	22.0%	1.6%	1.1%	?	10.8%	-0.4%	-18.3%	.

Record cards, from the list above. Screens in order: SMN2 splice enh	ALDH1A1 inh	KinaseGlo FLuc	KDM4E inh	L3MBTL1 block	Tau ThT inhib	RECQ1 helicase	Lamin A splicing
CC(=O)c1nnn(-c2ccc(Cl)cc2C#N)c1C as listed: .	.	.	2.0%	12.1%	0.4%	-13.1%	.
CC(C)CC(NC(=O)C1CCC(C)CC1)C(=O)NCc1ccco1 (stereo unspecified) as listed: 5.8%	6.9%	-2.2%	4.4%	.	-6.2%	-2.8%	.

The list continues:
compound	SMN2 splice enh	ALDH1A1 inh	KinaseGlo FLuc	KDM4E inh	L3MBTL1 block	Tau ThT inhib	RECQ1 helicase	Lamin A splicing
COc1cccc(C(CC(=O)NCCN2CCOCC2)NS(=O)(=O)c2ccc(C)cc2)c1OC (stereo unspecified)	0.1%	2.0%	2.3%	-1.4%	4.9%	-5.3%	2.5%	0.4%
CC(C)NC(=O)NC(=O)COC(=O)c1ccccc1Oc1ccccc1	-6.1%	-10.7%	-4.5%	3.4%	.	?	?	-17.9%
Cc1nn(Cc2c(F)c(F)c(F)c(F)c2F)c(C)c1NC(=O)c1ccc(COc2cc(Cl)ccc2Cl)cc1	?	8.0%	-0.1%	3.5%	4.4%	-15.3%	-5.6%	1.0%
O=C(COc1ccccc1)Nc1nn[nH]n1	7.7%	1.6%	3.3%	-2.2%	.	6.0%	i	-1.0%
CN1CCN(c2ccc(S(=O)(=O)N3CCCCC3)cn2)CC1	-12.7%	6.0%	-0.1%	-1.0%	.	-7.1%	i	8.7%
Cc1ccc(-c2nn(-c3ccccc3)cc2C(=O)NN2CCN(C)CC2)cc1	6.6%	-5.2%	0.5%	-6.8%	0.1%	8.3%	-2.5%	-22.5%[46 µM]
COc1cccc(Oc2cn[nH]c2-c2ccc(O)cc2O)c1	-11.2%	?	-1.0%	-5.5%	-2.9%	-9.0%	-11.2%	?
CCCCn1c(SCC(=O)N2CC(=O)Nc3ccccc32)nnc1-c1ccoc1C	-14.9%	?	-3.1%	-2.1%	4.0%	3.7%	0.8%	11.5%
CCNc1nc(NCC)nc(OCCNS(=O)(=O)c2cc(C)ccc2C)n1	-15.7%	9.4%	-2.3%	-1.4%	2.0%[11.4 µM]	-20.3%	6.7%	-3.2%
O=C(CN1C(=O)CCSc2ccccc21)Nc1ccccc1	-15.5%	1.9%	-1.8%	-1.9%	-0.4%	-0.9%	-9.9%	3.2%
N/C(=N\O)c1ccccc1-n1cccc1	-3.8%	7.2%	-1.0%	-7.7%	?	0.7%	i	?
CCCc1cc(=O)n2[nH]c(C)nc2n1	11.0%	8.1%	-1.7%	1.8%	.	-6.1%	11.0%	1.3%

Screening data deposited in PubChem by National Center for Advancing Translational Sciences (NCATS).
